# SUMO HTRF inh: blocks human SUMOylation mediated by UBC9; HTRF SUMOylation assay, SAE1/SAE2 + UBC9, in vitro; hit rate 0.36% among 290,000; inhibition, % at 35 µM; P63279; in the data active = inhibition above about 50%, passing the limit was not always enough; also: strong numbers were not always called active
# Target sequence (P63279 whole entry, looked up): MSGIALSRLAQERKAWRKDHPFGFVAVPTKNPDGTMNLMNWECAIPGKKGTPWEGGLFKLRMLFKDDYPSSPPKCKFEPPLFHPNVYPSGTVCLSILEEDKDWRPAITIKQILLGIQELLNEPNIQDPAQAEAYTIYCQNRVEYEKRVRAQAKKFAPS
# p-CIP stab down: lowers stability of the mouse p/CIP coactivator protein. Q05BA5. F442A p/CIP-EGFP cells, EGFP fluorescence, 16 h. decrease of EGFP signal, % at 10 µM. hit rate 0.01% among 290,000;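 active = EGFP signal decrease of at least 30% at 10 µM or well 3 SD below plate mean, unless failing retest; inactive = the rest, including hits failing retest or dose response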; also: some compounds called inactive have numbers as strong as hits; many of its hits are not listed in these tables
# VIM-2 inhibitor: blocks Pseudomonas aeruginosa VIM-2 metallo-beta-lactamase | purified VIM-2, nitrocefin hydrolysis, epi-absorbance fluorescence | inhibition, % at 5.6 µM | hit rate 0.89% among 290,000;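 active = inhibition above the mean of all tested compounds plus 3 SD, cutoff set per screening run, cut at about 7.5% in these data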;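 also: red hydrolysis product quenches plate fluorescence so inhibitors raise well fluorescence; 0% = enzyme with DMSO and 100% = DMSO without enzyme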
# NS3 helicase inh: HCV NS3 helicase inhibition. NS3 helicase DNA unwinding, Cy5 molecular beacon fluorescence. inhibition, % at 10.9 µM. hit rate 0.56% among 290,000. AID 1800;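 active = inhibition above the mean of all tested compounds plus 3 SD, set per campaign, cut at about 35% in these data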;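 also: 0% = DMSO wells and 100% = thioflavine S control wells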
#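 Assay system: hepatitis C virus NS3 helicase domain fragment enzyme. Also added: annealed dual-labelled DNA beacon duplex, ATP-started. Timing: 1 h reaction at 25 °C, ATP-initiated. Technique: Cy5 fluorescence at 0 and 60 min, beacon hairpin quenching. Evaluation: % inhibition of unwinding. Replication: one well per compound.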
# MEKK3 PB1 HTS: modulators (inhibitors or enhancers) of MEK5 binding to human MEKK3 PB1 domain; bead-based flow cytometry, Alexa488-MEK5 binding to MEKK3; actives lie on both sides; 0 = blocked by unlabeled MEK5, 100 = vehicle; AID 1529; Q99759; binding response (% of control), % at 10 µM; hit rate 1.4% among 290,000;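 active = binding response more than 3 SD above or below the average of its plate-row segment, actives on both sides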;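 also: Alexa488 bead fluorescence after subtracting the streptavidin-only scavenger bead signal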
# Target sequence (Q99759 whole entry, looked up, the tested form may be a part): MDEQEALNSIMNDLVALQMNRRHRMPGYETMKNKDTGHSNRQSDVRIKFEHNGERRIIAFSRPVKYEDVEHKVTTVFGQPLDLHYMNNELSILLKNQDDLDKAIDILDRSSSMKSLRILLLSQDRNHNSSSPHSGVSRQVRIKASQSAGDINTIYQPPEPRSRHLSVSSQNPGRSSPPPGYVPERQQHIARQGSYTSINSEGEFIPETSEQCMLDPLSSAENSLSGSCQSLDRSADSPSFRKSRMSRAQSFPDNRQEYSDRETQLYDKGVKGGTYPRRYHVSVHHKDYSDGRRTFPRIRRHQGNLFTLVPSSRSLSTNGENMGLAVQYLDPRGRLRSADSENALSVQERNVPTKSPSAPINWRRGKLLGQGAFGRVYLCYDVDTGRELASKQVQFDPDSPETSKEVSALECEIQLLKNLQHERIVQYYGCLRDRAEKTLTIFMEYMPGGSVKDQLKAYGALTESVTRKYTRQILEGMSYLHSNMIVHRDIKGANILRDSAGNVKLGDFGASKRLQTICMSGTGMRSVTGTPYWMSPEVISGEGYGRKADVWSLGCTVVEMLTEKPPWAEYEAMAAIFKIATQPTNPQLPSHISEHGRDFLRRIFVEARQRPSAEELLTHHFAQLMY
# PHOSPHO1 block: PHOSPHO1 (human) inhibition. inhibition, % at 13.3 µM. recombinant PHOSPHO1, absorbance phosphatase assay. Q8TCT1. hit rate 1.1% among 290,000; in the data active = inhibition above about 60%
# IMP-1 inhibitor: blocks Pseudomonas aeruginosa IMP-1 metallo-beta-lactamase; inhibition, % at 5.6 µM; purified IMP-1, nitrocefin hydrolysis, epi-absorbance fluorescence; hit rate 0.45% among 290,000; AID 1556;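 active = inhibition above the mean plus 3 SD of all compounds in the same screening run, cut at about 4.5% in these data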;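 also: 0% = IMP-1 with DMSO and 100% = DMSO wells lacking enzyme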
#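 System: Purified IMP-1 | Read-out basis: Percent enzyme inhibition | Controls: IMP-1 with DMSO as 0%, enzyme-free DMSO as 100% | Replicates: One well per compound | Doses: 5.6 µM nominal single concentration | Detection: Epi-absorbance fluorescence, 480 nm excitation, 530 nm emission | Incubation: 25 °C, 15 min preincubation, 25 min reaction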
# IDE cell activ: boosts human insulin-degrading enzyme activity in HEK cells; P14735; FAbeta-B cleavage, fluorescence polarization; 0% vehicle, 100% cell-free pure enzyme wells; activation, % at 5.96 µM; hit rate 0.073% among 340,000; AID 493087;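 active = activation above the mean of all tested compounds plus 3 SD, set per screening campaign, cut at about 17% in these data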
# FID counter: counter-screen for HCV NS3 helicase inhibitors: DNA intercalator displacement; DNA fluorescent intercalator displacement, fluorescence; inhibition, % at 7.9 µM; hit rate 0.17% among 290,000; AID 1845; in the data active = inhibition above about 37%;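 also: 0% = vehicle and 100% = reference compound; higher means more ethidium bromide displaced from hairpin DNA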
# Numbers without * were called inactive; nt = no result given. This is a subset. The share of hits here may be higher or lower than overall.
SMILES,SUMO HTRF inh,p-CIP stab down,VIM-2 inhibitor,NS3 helicase inh,MEKK3 PB1 HTS,PHOSPHO1 block,IMP-1 inhibitor,IDE cell activ,FID counter
COc1ccc(CC(=O)NCc2ccccn2)cc1OC,-12,-5,-6.4,0,100,41,-3.9,0,-11
O=C(COc1ccc2c3c(c(=O)oc2c1)CCCC3)N1CCN(c2ccc(F)cc2)CC1,3,-11,5.2,-5,102,17,-0.8,3,-13
O=C(NCC(c1cccnc1)N1CCN(c2ccccc2)CC1)OCc1ccccc1 (stereo not given),7,6,-2.0,-10,105,-7,-6.5,-1,-22
Cc1ccc(C)c(Oc2cc(F)nc(N)n2)c1,10,-14,-2.3,5,107,nt,-2.5,-2,-9
O=C(Nc1nc(-c2cccs2)c(-c2ccccc2)s1)c1ccco1,-8,-4,-1.2,-8,104,12,-2.5,3,-2
CCOc1cccc(OCCCCN2CCOCC2)c1,11,-9,0.5,-3,98,9,-3.0,-1,10
O=C(Nc1cc(-c2nc3ncccc3o2)ccc1Cl)c1ccc([N+](=O)[O-])o1,37,-18,0.5,-6,103,6,-1.9,-1,-15
Cc1cc(C(=O)N2CCN(S(C)(=O)=O)CC2)sc1-c1ccccc1,-12,-6,-2.6,1,97,16,-2.8,4,-4
Cc1cc(N/C(=N\S(=O)(=O)c2ccc(Cl)cc2)c2ccc(F)cc2)no1,14,-7,0.5,4,92,2,-1.8,1,-7
Cc1ccc(COc2ccc(C(=O)NN)cc2)cc1,16,3,-1.0,-9,100,20,-0.6,-3,-9
CCOC(=O)C1CCN(C(=O)COc2ccc(S(=O)(=O)NC(C)C)cc2)CC1,11,-25,-2.5,-2,100,-26,-3.1,2,-22
COc1c(Br)cc(Br)cc1/C=N/NC(=O)c1ccncc1,5,-7,0.1,0,102,4,-2.0,4,-9
COC(=O)c1c(-c2ccccc2)csc1NC(=O)c1c(-c2ccccc2)noc1C,-28,2,-2.5,1,102,4,-3.0,0,-1
Cc1ccc(-n2c(SCC(=O)OC(C)C)nnc2-c2ccco2)cc1,-3,-15,-2.0,1,95,12,-1.1,-2,-33
CCOC(=O)C1=C(N)Oc2ccc3ccccc3c2C1c1ccc(O)c(OC)c1 (stereo not given),-4,-11,-2.5,-30,111,36,-4.3,0,-30
Cc1ccc(CNC(=O)CCc2nnc(Cc3ccc(-c4ccccc4)cc3)o2)o1,-5,-13,-3.7,11,104,50,-1.4,4,-22
COc1ccc(-c2nc(SCC(=O)Nc3nccs3)c(-c3ccc(Cl)cc3)[nH]2)cc1,9,-8,-4.2,-31,116,-9,-2.3,0,-3
COc1cc(-c2ccc(NC(=O)c3ccc(C)cc3)c(OC)c2)ccc1NC(=O)c1ccc(C)cc1,-23,-8,-1.0,-2,102,8,-4.3,5,-6
COc1ccc(N2C(=O)C3CCCN3C2c2ccccc2Cl)cc1 (stereo not given),14,-8,-5.7,0,101,1,-3.6,4,-2
Cn1c(=O)cc(N2CCOCC2)[nH]c1=O,7,-1,2.2,1,75,-8,1.5,4,-2
O=C(N/N=C/c1ccc(N2CCOCC2)c([N+](=O)[O-])c1)c1ccc(F)cc1,8,4,-3.8,-20,103,14,-3.7,1,-7
CCCNC(=O)C1CCN(S(=O)(=O)c2ccc3[nH]c(=O)ccc3c2)CC1,2,-5,-2.2,15,101,28,-3.1,-1,-2
C=CCC(CC=C)(C(=O)O)c1ccccc1,18,-10,-1.9,2,106,5,-2.9,0,-1
O=C(CSCc1ccc(Cl)cc1)Nc1ccc(-c2nnc(-c3ccccc3)o2)cc1,0,-4,-1.1,-3,98,-1,-3.4,5,3
Cc1nc(=O)c(-c2ccccc2)c(C)n1-c1ccccc1,2,-16,-1.1,-3,106,nt,-0.1,-3,-4
Cc1ccccc1OCC(=O)NCCCNC(=O)c1ccco1,7,-1,-3.2,-7,103,16,-1.0,4,-7
O=C(CCC(=O)Nc1ccc(F)cc1)N/N=C/c1c[nH]c2ccccc12,18,15,-4.3,4,107,20,-4.5,0,-1
O=C(NN1CCOCC1)c1ccc(Cl)cc1,-3,-18,0.8,1,101,-4,-0.5,-4,0
Cc1cccc(NC(=O)Cc2noc3ccccc23)c1,5,-3,0.5,12,93,-21,-0.7,2,-2
COc1ccc(C(Nc2cc(C)ccn2)c2ccc3ccc(C)nc3c2O)cc1 (stereo not given),-43,-12,-3.1,-9,107,-21,-4.1,7,-12
CCOC(=O)c1c(N2C(=O)C3CC(C)=C(C)CC3C2=O)sc(C)c1C (stereo not given),-1,2,-3.8,3,89,-36,-2.5,3,-34
CN(C(=S)NC(=O)c1ccccc1)C1CCCCC1,12,-7,-4.3,-6,99,9,-4.4,-1,-14
Cc1occc1C(=O)N1CCCC(Nc2ccc(F)cc2)C1 (stereo not given),-1,2,-2.9,-2,103,1,-3.9,5,-4
CCC1CCCCN1C(=O)COC(=O)c1n[nH]c2ccccc12 (stereo not given),12,10,-4.5,-2,97,12,-2.8,5,-15
O=C(CC1SC(=NC2CCCCC2)NC1=O)Nc1ccccc1 (stereo not given),15,-39,-2.0,4,91,-15,-3.5,3,-16
Cc1cccc(-n2c(C)cc(/C=C3/C(=N)N4C(c5ccccc5)=CSC4=NC3=O)c2C)c1,13,3,1.6,-2,107,6,-5.8,3,-2
Cc1nc(C)c(-c2ccc(SCc3ccccc3C)nn2)s1,-3,-12,-2.0,-7,97,7,-1.7,-5,-36
CCOC(=O)CSc1nnc(-c2c[nH]c3ccccc23)o1,-9,-25,-1.1,10,105,29,-4.4,2,-11
CC(Sc1ccccc1)C(=O)NCCc1ccccc1 (stereo not given),-2,-18,-2.3,-6,108,47,-3.2,1,-8
O=C(O)CSc1nnc(-c2ccc(S(=O)(=O)N3CCCC3)cc2)n1Cc1ccco1,-2,26,-1.3,3,104,59,-2.1,-3,-38
COc1ccc2cnnc(SCC(=O)Nc3ccc(C(=O)O)cc3)c2c1OC,10,2,-1.3,0,143*,8,-3.5,3,-14
CCOc1ccc(NC2c3ccccc3C(=O)N2Cc2ccc3c(c2)OCO3)cc1 (stereo not given),-6,0,1.2,-16,96,17,-1.7,4,-24
C#CCOCCOCCOCCNc1nc(N2CCN(C(=O)Cn3cc(CC(C)O)nn3)CC2)nc(N2CCN(C(=O)[C@H](C)n3cc(CCCN=C(N)N)nn3)CC2)n1 (stereo not given in full),19,1,-3.9,-2,93,6,-3.7,nt,-6
COc1cc(OC)c(NC(=O)N2CCOCC2)cc1Cl,-3,-5,-2.1,-5,100,29,-1.3,1,-5
CC(=Nc1ccc(Br)cc1)c1sc2ccccc2c1O,6,-8,0.3,0,90,4,-2.0,-57,-2
O=C1N=c2ccccc2=C1c1sc(Nc2ccc(O)cc2)nc1O,77,5,-4.0,72*,87,-20,5.1*,8,7
O=C(NCc1ccco1)C1CCCN(S(=O)(=O)c2cccc3nonc23)C1 (stereo not given),8,-2,-1.5,5,81,21,-2.5,nt,-9
O=C(c1ccco1)N(CCC(c1ccccc1)c1ccco1)Cc1ccco1 (stereo not given),25,-22,-1.1,14,105,34,-2.0,4,-35
CN(Cc1ccccc1)c1ccc2nnc(-c3ccccc3)n2n1,-3,-3,2.3,-7,107,11,-0.8,2,-27
CCCCCC(=O)NNC1CC(=O)N(c2ccccc2)C1=O (stereo not given),10,0,-2.8,5,104,-1,-4.8,nt,-6
Cn1nnc(C(O)CNCc2ccc(Cl)cc2)n1 (stereo not given),-8,6,1.3,-4,83,-3,-0.1,1,3
COCc1ccc(C(=O)N2CCCC(CCC(=O)NCc3ccccc3F)C2)o1 (stereo not given),15,-1,0.8,13,87,31,0.9,3,-17
Cc1ccc(C(=O)NNC(=O)CCC(=O)Nc2cccc(Cl)c2C)cc1,-13,10,-3.0,4,120,-5,-2.4,-2,-2
O=C1NCC(COCc2ccco2)O1 (stereo not given),13,-1,0.3,-3,101,-10,-0.5,3,-7
Clc1ccc(-c2csc(Nc3ccccc3)[n+]2Cc2ccco2)c(Cl)c1,1,0,2.2,1,103,-43,-0.4,5,-2
O=C(COc1ccc(N2C(=O)c3ccccc3C2=O)cc1)c1ccccc1,-4,6,-2.5,2,101,8,-1.7,-1,-2
CCc1ccc(NC(=O)c2noc3c2CCC3)cc1,8,-4,-0.9,15,87,-3,0.5,1,-2
O=C(Nc1ccc2c(c1)nc1n2CCOC1)c1ccccc1,0,0,-0.5,-1,100,14,-1.1,-3,-1
Cc1csc2nc(CNS(=O)(=O)N(C)C)cn12,3,-11,2.0,-7,105,24,-4.6,7,-1
Cc1cc(NC(=O)CSc2nnc(-c3c[nH]c4ccccc34)n2-c2ccc(Cl)cc2)no1,33,-12,-1.7,-3,90,6,-2.8,10,-4
# Further entries
SMILES,SUMO HTRF inh,p-CIP stab down,VIM-2 inhibitor,NS3 helicase inh,MEKK3 PB1 HTS,PHOSPHO1 block,IMP-1 inhibitor,IDE cell activ,FID counter
CCCC(=O)Nc1ccc2c(c1)nc(CN1CCCC1)n2C,8,9,-4.6,-1,94,12,-5.3,-5,1
O=C(Nc1ccc2c(c1)OCO2)c1cccc(S(=O)(=O)N2CCCC2)c1,-8,6,-3.2,-2,99,-3,-3.3,2,-4
O=C(CSc1nnc(CCCN2C(=O)c3cccc4cccc(c34)C2=O)n1-c1ccccc1)N1CCCCC1,16,-2,-1.1,9,102,-3,0.4,7,-14
O=c1[nH][nH]cc1C=NCc1cccc(C(F)(F)F)c1,11,-16,-1.0,2,99,11,0.0,-4,-1
Cc1cc(C)c(S(=O)(=O)Cc2ccccc2)c(Cl)n1,-4,-8,-3.5,1,102,38,-3.5,5,-12
CCOc1ccc(N(CC(=O)NCc2ccccc2C)S(C)(=O)=O)cc1,-4,3,-2.1,-13,93,40,-2.3,8,-21
CC(=O)NS(=O)(=O)c1ccc(NC(=O)c2cc3c(=O)n4ccccc4nc3s2)cc1,17,-1,-2.9,0,102,29,-1.7,1,-1

# Screens as filed in PubChem.
